Screening data as filed in PubChem.
M. tuberculosis GlmU: inhibition of mycobacterial GlmU enzyme – biochemical, glucosamine-1-phosphate acetyltransferase (AID 1376). inhibition, %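 (tested at 30 µM in the primary screen)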; hits with a dose series show IC50 in µM. M. tuberculosis GlmU acetyltransferase enzyme assay; higher % means a stronger effect. actives 0.25% (n = 220,000). Bifunctional protein GlmU (Mycobacterium tuberculosis (strain ATCC 25618 / H37Rv)); in the data active = inhibition above about 13%; inconclusive = no clear call, values can overlap the other calls;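 also: 0% = complete reaction with vehicle and 100% = reaction without substrate; strong numbers were not always called active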
Mtb RmlCD inh: M. tuberculosis RmlC/RmlD coupled enzyme inhibitors, primary screen, biochemical, compound mixtures, 384-well, from 1536-well plates. AID 1533, 2009. RmlC+RmlD coupled enzyme assay, percent inhibition; primary screen in compound mixtures. actives 0.03% (n = 160,000). inhibition, % at 3.6 µM; in the data active = inhibition mostly above about 34%, no sharp cut-off; inconclusive = no clear call, values can overlap the other calls; inactive = mostly below about 22%; also: some results filed as inactive read as strong as hits
Target sequence (P9WH09 whole entry, looked up): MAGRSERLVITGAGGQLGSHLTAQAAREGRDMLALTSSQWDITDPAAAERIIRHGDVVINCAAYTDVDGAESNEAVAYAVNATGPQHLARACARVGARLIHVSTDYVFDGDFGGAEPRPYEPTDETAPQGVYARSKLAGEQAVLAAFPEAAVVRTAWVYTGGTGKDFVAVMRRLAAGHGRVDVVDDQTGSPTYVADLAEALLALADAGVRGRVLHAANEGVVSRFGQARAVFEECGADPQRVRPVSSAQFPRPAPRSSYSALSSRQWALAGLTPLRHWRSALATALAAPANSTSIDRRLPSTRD
Target sequence (P9WH11 whole entry, looked up): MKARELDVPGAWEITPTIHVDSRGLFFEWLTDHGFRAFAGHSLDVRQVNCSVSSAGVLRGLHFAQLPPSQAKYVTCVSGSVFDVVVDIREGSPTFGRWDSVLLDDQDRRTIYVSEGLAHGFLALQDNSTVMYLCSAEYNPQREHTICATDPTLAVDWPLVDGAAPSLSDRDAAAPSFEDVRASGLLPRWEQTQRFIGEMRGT
Numbers without * were called inactive; ? = inconclusive; · = no result given. Only part of the results is shown. The share of hits here may be higher or lower than overall.

SMILES | M. tuberculosis GlmU | Mtb RmlCD inh
COc1ccc(C(=O)N(CN2CCCC2=O)c2ccccc2OC)cc1OC | 2.2% | ·
Cc1cc(NC(=O)CCSc2nc(-c3ccco3)cc(C(F)(F)F)n2)no1 | 1.3% | 0
COc1c(F)c(F)c(C(=O)Nc2ccc(NC(=O)Cc3ccccc3)cc2)c(F)c1F | -0.1% | -6
Cc1nc(N2CCN(Cc3ccccc3)CC2)[nH]c(=O)c1C | 5.2% | ·
O=C(CN1CCN(S(=O)(=O)c2ccc(Br)cc2)CC1)N/N=C/c1cc([N+](=O)[O-])ccc1Cl | -2.0% | 12
CCCC(=O)Nc1ccc(NC(=O)c2ccccc2Cl)nc1 | -3.2% | ·
COc1ccc(C2/C(=C(\O)c3ccc4c(c3)OCCO4)C(=O)C(=O)N2CCCN(C)C)c(OC)c1 (stereo not drawn) | 1.2% | ·
CC(C)CCNC(=O)C(c1ccco1)N(CCCO)C(=O)Cn1nnc(-c2ccc(F)cc2)n1 (stereo not drawn) | -3.3% | -13
O=C(COc1ccccc1C(=O)c1cnn(-c2ccccc2)c1)Nc1ccc2ccccc2c1 | 1.6% | 8
Cc1sc2nc(CSc3nnnn3-c3ccc(Cl)cc3)[nH]c(=O)c2c1C | -0.3% | 66
COc1ccc(-c2cc(C(=O)NC(Cc3cc4ccccc4[nH]3)C(=O)O)c(C)o2)cc1OC (stereo not drawn) | -0.9% | 8
Cc1cccc(C(C)C)c1NC(=O)COC(=O)Cc1ccsc1 | -2.1% | -11
COC(=O)c1ccc(CSc2nnc(SCc3ccc(C(=O)OC)o3)s2)o1 | -1.2% | ·
CC(=O)Nc1nonc1NC(=O)CSc1ncn[nH]1 | 1.6% | -2
Cc1ccc(S(=O)(=O)N2CCC(C(=O)NCCc3ccccc3)CC2)cc1 | 4.7% | 59
N#CC1(c2ccccc2)CCCN1C(=O)c1ccccc1Cl (stereo not drawn) | -5.0% | -4
CC(=O)n1cc([C@@H]2C=C(C(=O)NCc3ccccc3)O[C@H](OCc3ccc(CO)cc3)C2)c2ccccc21 | -3.1% | ·
CC(NC(=O)COC(=O)c1ccccc1Nc1ccccc1)c1ccccc1 (stereo not drawn) | 1.5% | 8
CCC(C)NCCCCOc1ccc(C)cc1[N+](=O)[O-] (stereo not drawn) | 1.9% | ·
COc1ccc(C2/C(=C(/O)c3ccccc3)C(=O)C(=O)N2c2ccccn2)c(OC)c1 (stereo not drawn) | 0.2% | ·
COc1ccc(CC(=O)OC(C)CN2CCOCC2)cc1 (stereo not drawn) | -7.4% | 9
Cc1ccc(C2CC(=O)N3CN(Cc4ccco4)CSC3=C2C#N)cc1 (stereo not drawn) | -0.2% | ·
O=C(NCc1ccccn1)C1CCN(S(=O)(=O)c2cccs2)CC1 | 1.8% | ·
CCOC(=O)C(=O)NNc1ccc(Cl)cc1 | 0.4% | -8
O=C(c1ccco1)N1CCN(c2ncnc3c2[nH]c2ccc(Cl)cc23)CC1 | 4.3% | ·
COC(=O)c1ccccc1NC(=O)CNC(=O)c1ccco1 | -5.0% | ·
COc1ccc(C)cc1NC(=O)N1CCCc2ccccc21 | 1.0% | 2
CC1CCc2nn(CC(=O)NCc3ccco3)cc2C1 (stereo not drawn) | -2.6% | ·
N#C/C(=C/c1ccc(-c2ccc(C(=O)O)c(Cl)c2)o1)C(=O)NCC1CCCO1 (stereo not drawn) | 2.9% | -10
Cc1ccc(C(=O)N/C(=C/c2ccc(-c3cc(C(F)(F)F)ccc3Cl)o2)C(=O)NCc2cccnc2)cc1 | -0.1% | -8
O=C(/C=C/c1ccco1)N1CCN(S(=O)(=O)c2cccs2)CC1 | -0.8% | -9
CCC(=O)Nc1ccc(N2CCN(C(=O)c3ccccc3C)CC2)cc1 | 4.3% | -7
COc1ccc(/C=C/C(=O)O)cc1S(=O)(=O)N1CCCc2ccccc21 | 5.8% | -12
COc1ccc(OCC(=O)NNC(=O)Cc2coc3cc(OC)ccc23)cc1 | -2.3% | -3
COc1cc(N2CCCC2)ccc1C=O | -1.1% | -5
CCN(CC)S(=O)(=O)c1cccc(NC(=O)c2ccc(SC)cc2OC)c1 | -5.1% | -3
COc1ccccc1OCCNC(=O)C(=O)c1c[nH]c2ccccc12 | 7.6% | 6
O=C(CSc1nn(-c2ccccc2)c(=S)s1)Nc1ncccn1 | -3.4% | 21
O=C(CCN1C(=O)C2C3C=CC(C3)C2C1=O)N1CCCCC1 (stereo not drawn) | -3.3% | 10
CCOC(=O)c1c(C)nc(-c2ccccc2)nc1NC(=O)C(C)C | -8.7% | ·
Cc1cccc(N2C(=O)NC3(CCCCC3)C2=O)c1 | 1.2% | ·
COc1ccccc1Cc1nc(-c2ccc(Br)o2)no1 | 2.7% | -2
COC(=O)CC1=C(C(=O)OC)C(c2cccs2)C(C#N)=C(N)O1 (stereo not drawn) | 1.4% | 10
COc1ccccc1NC(=O)N1CCN(S(C)(=O)=O)CC1 | -4.7% | 5
O=C(N/N=C/c1ccc2c(c1)OCO2)c1cccs1 | 1.7% | -9
COC(=O)c1ccc2ccccc2n1 | 4.1% | ·
COC(=O)CSc1nnnn1-c1ccccc1 | 0.1% | ·
CCCSC1=C(C#N)C(c2ccc(Cl)cc2Cl)CC(=O)N1 (stereo not drawn) | 0.4% | -10
CC(=O)c1ccc(N=c2scc(C)n2C(C)C)cc1 | 6.1% | ·
CCOCC(=O)Nc1cccc(-c2nc3cccnc3s2)c1C | -4.3% | ·

Some of these compounds in order of number of heavy atoms, rising.
SMILES | M. tuberculosis GlmU | Mtb RmlCD inh
COc1cc(N2CCCC2)ccc1C=O | -1.1% | -5
CCOC(=O)C(=O)NNc1ccc(Cl)cc1 | 0.4% | -8
COC(=O)CSc1nnnn1-c1ccccc1 | 0.1% | ·
O=C(N/N=C/c1ccc2c(c1)OCO2)c1cccs1 | 1.7% | -9
CC1CCc2nn(CC(=O)NCc3ccco3)cc2C1 (stereo not drawn) | -2.6% | ·
CCCSC1=C(C#N)C(c2ccc(Cl)cc2Cl)CC(=O)N1 (stereo not drawn) | 0.4% | -10
Cc1nc(N2CCN(Cc3ccccc3)CC2)[nH]c(=O)c1C | 5.2% | ·
CCOCC(=O)Nc1cccc(-c2nc3cccnc3s2)c1C | -4.3% | ·
COc1ccc(/C=C/C(=O)O)cc1S(=O)(=O)N1CCCc2ccccc21 | 5.8% | -12
O=C(c1ccco1)N1CCN(c2ncnc3c2[nH]c2ccc(Cl)cc23)CC1 | 4.3% | ·
COc1ccc(OCC(=O)NNC(=O)Cc2coc3cc(OC)ccc23)cc1 | -2.3% | -3
COc1c(F)c(F)c(C(=O)Nc2ccc(NC(=O)Cc3ccccc3)cc2)c(F)c1F | -0.1% | -6
O=C(CN1CCN(S(=O)(=O)c2ccc(Br)cc2)CC1)N/N=C/c1cc([N+](=O)[O-])ccc1Cl | -2.0% | 12
COc1ccc(-c2cc(C(=O)NC(Cc3cc4ccccc4[nH]3)C(=O)O)c(C)o2)cc1OC (stereo not drawn) | -0.9% | 8

Other records follow.
SMILES | M. tuberculosis GlmU | Mtb RmlCD inh
COC(=O)CNC(=O)C(NC(=O)OCc1ccccc1)C(C)C (stereo not drawn) | -2.4% | 5
COc1ccc(OCc2nc(N)nc(Nc3ccccc3OC)n2)cc1 | 3.2% | ·
COc1ccccc1NC(=S)NC(NC(=O)c1ccco1)C(Cl)(Cl)Cl (stereo not drawn) | 0.9% | 11
CCCOc1ccc(C2NC(=S)NC(C)=C2C(=O)c2ccccc2)cc1OC (stereo not drawn) | 3.0% | -3
CC1=C(C(=O)OCc2ccccc2)C(c2cccnc2)n2nnnc2N1 (stereo not drawn) | 4.8% | 18
COc1ccc(S(=O)(=O)N2CCCOC2CNC(=O)C(=O)NCc2ccco2)cc1C (stereo not drawn) | 1.8% | -8
COc1cc2c(cc1OC)C(Nc1ccc(S(N)(=O)=O)cc1)=NC(C)(C)C2 | -2.6% | -10
O=C(NCCc1ccccn1)c1n[nH]c(=O)c2ccccc12 | 2.9% | -5
COc1c(Cl)cc(Cl)cc1/C=N/n1cnnc1 | -1.5% | 2
NC(=O)c1ccc(Oc2ccc3ccc(=O)oc3c2)c([N+](=O)[O-])c1 | -0.1% | -1
Nc1nnc(SCc2ccc([N+](=O)[O-])cc2)s1 | 2.3% | 5
O=C(COC(=O)CCc1c[nH]c2ccccc12)NCc1ccccc1 | -2.2% | 12
O=C(O)C(c1ccccc1)N1CCCCC1 (stereo not drawn) | 7.2% | -15
CCCn1c(CN(C)Cc2ccccc2)nc2c1c(=O)n(C)c(=O)n2C | 1.2% | ·
CCCOc1cccc(-c2cc(-c3n[nH]c(=S)n3CC)c3ccccc3n2)c1 | -2.9% | ·
CCCOc1ccccc1N/C(=N\S(=O)(=O)c1ccc(C)cc1)Nc1nc(C)cc(C)n1 | -2.5% | ·
CC1CCCN(C(=O)Nc2ccc(Br)cc2Cl)C1 (stereo not drawn) | 0.3% | -53
CCC1CCCCN1S(=O)(=O)c1ccc(S(=O)(=O)N2CCN(S(=O)(=O)CC)CC2)cc1 (stereo not drawn) | -1.1% | 11
O=C1C2CCCN2C(c2cccs2)N1c1ccc(Cl)cc1 (stereo not drawn) | -3.5% | -6
O=[N+]([O-])c1cccc2ccc(/C=C/c3ccc(C(F)(F)F)cc3)nc12 | -0.7% | 8
Cc1cccc(CSc2ncnc3c2cnn3Cc2ccccc2)c1 | 6.4% | -12
CCC(C)(C)C1CCC(=NNC(=O)c2ccoc2C)CC1 (stereo not drawn) | · | 26
O=C(CNC(=O)c1ccc(Cl)cc1Cl)Nc1ccc(F)cc1 | 4.3% | ·
COc1ccc(-c2noc(CCC(=O)NCc3cccnc3)n2)cc1OC | 3.9% | 11
CCOc1cccc(NC(=O)/C(C#N)=C\c2cccnc2)c1 | -1.8% | -13
COc1cc(C(c2nnnn2C2CCCC2)N2CCc3ccccc3C2)ccc1O (stereo not drawn) | -5.4% | 18
COc1cc(/C=C2\Oc3cc(O)ccc3C2=O)ccc1O | 0.9% | ·
O=C(Nc1cccc(-c2nnn(CC(=O)N3CCc4ccccc4C3)n2)c1)C1CCC1 | 2.0% | 9
Cn1cnnc1SCC(=O)c1cc2ccccc2oc1=O | 3.3% | 3
CCOc1ccccc1NC(=O)Cn1nnc(C(=O)NCc2ccco2)c1N | · | -12
CCn1c(SCC(=O)c2cc(C)n(-c3ccc(C(=O)OC)cc3)c2C)nnc1-c1cccnc1 | -1.2% | -3
CCOc1ccc(Br)cc1S(=O)(=O)N1CC(C)OC(C)C1 (stereo not drawn) | -2.0% | 24
C[C@@H]1NC(=O)c2cc([N+](=O)[O-])cc(I)c2NCCCC[C@@H](C(N)=O)NC(=O)[C@H](CCC(=O)O)NC1=O | 3.6% | ·
CC(=O)Nc1ccc(N2C(=O)CSC2c2cccc([N+](=O)[O-])c2)cc1 (stereo not drawn) | -6.1% | 4
O=C(CNCc1cccs1)NC12CC3CC(CC(C3)C1)C2 | -4.4% | ·
COc1ccccc1NC(=O)N1CCCC1C(=O)NCC1CCCO1 (stereo not drawn) | 1.8% | 5
Cc1nc(SCC(=O)c2ccccc2)c([N+](=O)[O-])[nH]1 | 0.4% | ·
COc1cc(/C=C(\C#N)c2nc3c(s2)CC(C)CC3)ccc1O (stereo not drawn) | 0.4% | -10
CCOC(=O)CN(C#N)c1nc(C)cc(C)n1 | 0.9% | 9
CC1=NNC(=O)C1CCC(=O)N/N=C(/C)c1ccc([N+](=O)[O-])cc1 (stereo not drawn) | 3.4% | 6
O=C1CCC(C(=O)N(Cc2cccs2)C2(C(=O)NC3CCCCC3)CCCCC2)N1 (stereo not drawn) | -0.1% | -16
Cc1ccc(NC(=O)CSc2nnc(CNC(=O)c3ccccc3F)o2)cc1 | -0.8% | -1
CC(C)(C)SCCNC(=O)CSCc1ccc([N+](=O)[O-])cc1 | · | ?
O=C(c1ccc([N+](=O)[O-])cc1)N1CCSC1c1ccc(Br)cc1 (stereo not drawn) | 2.4% | -12
CC1(C)Oc2ccc(C(=O)N3CCOCC3)cc2N(CC(=O)Nc2ccccc2)C1=O | 5.6% | 10
COCCCn1c(Cc2ccccc2)nnc1SCC(=O)N1CCCCC1 | -0.2% | 12
COC(=O)c1ccsc1NC(=O)C1COc2ccccc2O1 (stereo not drawn) | -0.8% | 7
COc1cc(C(C)=O)ccc1COc1ccc(C(=O)O)cc1OC | 5.6% | 19
CCN(CC)CCNC(=O)C1CCC(=O)N(c2ccc(OC)cc2)C1c1ccc(F)cc1 (stereo not drawn) | -3.8% | 11
O=C(Nc1cccc(Cl)c1)Nc1ccnc(-c2cccnc2)n1 | 2.9% | 6

2 of these compounds, set out differently:
The line under a structure holds: M. tuberculosis GlmU | Mtb RmlCD inh
O=C(Nc1cccc(Cl)c1)Nc1ccnc(-c2cccnc2)n1
  2.9% | 6
COCCCn1c(Cc2ccccc2)nnc1SCC(=O)N1CCCCC1
  -0.2% | 12

Next records follow.
SMILES | M. tuberculosis GlmU | Mtb RmlCD inh
CCn1c(COc2ccc(=O)n(-c3ccccc3)n2)nnc1SCc1ccccc1C | -1.8% | ·
CCOC(=O)c1c(-c2ccc(C)cc2)csc1NC(=O)/C(C#N)=C/c1ccc(O)c(OC)c1 | -5.5% | 7
Cc1ccc(Nc2nc3ccccc3s2)cc1 | -3.4% | -10
O=C(CN1C(=O)/C(=C/c2ccccc2F)Sc2ccccc21)NCc1cccnc1 | 3.3% | 6
Cc1cc(C)n(-c2ccc(C(=O)OCC(=O)Nc3cc(Cl)ccc3[N+](=O)[O-])cc2)n1 | -2.9% | 7
